# Screening data (PubChem BioAssay)
# Mtb BioA inh – M. tuberculosis BioA enzyme inhibitors, primary screen, biochemical, plate reader, single point, HTS | 7,8-diaminopelargonic acid synthase BioA (Mycobacterium tuberculosis) | purified M. tuberculosis BioA enzyme | inhibition, % at 9.99 µM | 360,000 tested, 0.096% active; in the data active = inhibition above about 40%
# * = called active by the depositor. Only part of the results is shown; count on the stated rates, not on these rows.
SMILES,Mtb BioA inh
CCC(=O)N1CCCCN2[C@H](C1)[C@@H](c1ccc(C#Cc3ccccc3F)cc1)[C@@H]2CO,-0.8
CS(=O)(=O)Nc1ccc2c(c1)[C@@H]1C[C@@H](CC(=O)NCc3ccccc3)O[C@H](CO)[C@@H]1O2,1.2
C[C@H](CO)N1C[C@H](C)[C@@H](CN(C)CC2CC2)Oc2cc(C#CC3(O)CCCC3)ccc2S1(=O)=O,-1.0
O=C(N[C@@H]1CC[C@@H](CCNS(=O)(=O)c2ccc(F)cc2)O[C@@H]1CO)C1CCC1,-0.8
C[C@H](CO)N1C[C@H](C)[C@H](CN(C)Cc2ccncc2)Oc2ccc(NS(=O)(=O)c3cn(C)cn3)cc2CC1=O,-2.1
CCCN(C)C[C@@H]1Oc2cc(C#CCC(C)C)ccc2S(=O)(=O)N([C@@H](C)CO)C[C@@H]1C,2.4
COc1ccc(-c2ccc3c(c2)[C@@H]2[C@@H](CCN2C(=O)NC2CCCCC2)[C@@H](CO)N3C)cc1,-1.9
CC(=O)Nc1ccc2c(c1)C(=O)N(C)[C@H]1CC[C@@H](CC(=O)NCCCN3CCOCC3)O[C@H]1CO2,-1.9
C[C@@H]1CN([C@@H](C)CO)C(=O)c2cc(NS(=O)(=O)c3cn(C)cn3)ccc2O[C@@H](C)CCCCO[C@@H]1CN(C)S(=O)(=O)c1cn(C)cn1,-2.7
COc1ccc(CN(C)C[C@@H]2Oc3ccc(NC(=O)NC(C)C)cc3CC(=O)N([C@H](C)CO)C[C@@H]2C)cc1,-2.0
O=C(C[C@@H]1CC[C@@H]2[C@H](COC[C@H](O)CN2C(=O)C2CC2)O1)NCc1ccncc1,1.6
Cc1noc(C)c1S(=O)(=O)Nc1ccc2c(c1)C(=O)N([C@H](C)CO)C[C@H](C)[C@H](CN(C)Cc1ccncc1)OCCCC[C@H](C)O2,-0.6
C[C@H](NC(=O)C[C@@H]1CC[C@@H](NS(=O)(=O)c2cccc(F)c2)[C@@H](CO)O1)c1ccccc1,-0.8
C[C@@H]1CCCCO[C@@H](CN(C)C(=O)Nc2ccc(C(F)(F)F)cc2)[C@H](C)CN([C@@H](C)CO)C(=O)c2cc(NC(=O)Cc3ccccc3)ccc2O1,-6.8
C[C@@H]1CN([C@@H](C)CO)S(=O)(=O)c2ccc(/C=C/c3ccccc3)cc2O[C@H]1CN(C)C,-2.1
C[C@H](CO)N1C[C@H](C)[C@@H](CN(C)C)OCCCC[C@H](C)Oc2ccc(NC(=O)Nc3cccc4ccccc34)cc2C1=O,11.6
C[C@@H]1CN([C@H](C)CO)S(=O)(=O)c2ccc(C#C[C@@H](C)O)cc2O[C@H]1CN(C)Cc1ccc(-c2ccccc2)cc1,-3.0
C[C@@H]1CN([C@H](C)CO)C(=O)Cc2cc(NC(=O)Nc3ccc4c(c3)OCO4)ccc2O[C@@H]1CN(C)C(=O)Nc1ccc2c(c1)OCO2,0.1
C[C@@H]1CN([C@@H](C)CO)C(=O)c2cc(NS(=O)(=O)c3ccc(Cl)cc3)ccc2O[C@@H]1CN(C)S(=O)(=O)c1ccc(Cl)cc1,-2.1
COc1ccccc1S(=O)(=O)N[C@H]1CC[C@@H](CCn2cc(C3CC3)nn2)O[C@@H]1CO,-0.3
CN1[C@H](C(=O)NC2Cc3ccccc3C2)[C@@H](CO)[C@@H]2Cn3c(ccc(-c4cccnc4)c3=O)[C@@H]21,4.3
Cc1ccc(-c2cnc3c(c2)C(=O)N([C@H](C)CO)C[C@@H](C)[C@@H](CN(C)CC2CCCC2)O3)cc1,-0.6
C[C@@H]1CN([C@H](C)CO)C(=O)c2cc(Br)cnc2O[C@H]1CN(C)Cc1ccncc1,2.2
C[C@H](NC(=O)C[C@H]1C=C[C@@H](NC(=O)CN2CCOCC2)[C@H](CO)O1)c1ccccc1,-2.1
COc1ccc(NC(=O)Nc2cccc3c2O[C@@H](CN(C)Cc2ccc(C(=O)O)cc2)[C@@H](C)CN([C@H](C)CO)C3=O)cc1,-1.1

# 4 entries from above, as labelled records:
C[C@@H]1CCCCO[C@@H](CN(C)C(=O)Nc2ccc(C(F)(F)F)cc2)[C@H](C)CN([C@@H](C)CO)C(=O)c2cc(NC(=O)Cc3ccccc3)ccc2O1
  Mtb BioA inh: -6.8

C[C@@H]1CN([C@@H](C)CO)S(=O)(=O)c2ccc(/C=C/c3ccccc3)cc2O[C@H]1CN(C)C
  Mtb BioA inh: -2.1

C[C@H](CO)N1C[C@H](C)[C@@H](CN(C)C)OCCCC[C@H](C)Oc2ccc(NC(=O)Nc3cccc4ccccc34)cc2C1=O
  Mtb BioA inh: 11.6

C[C@@H]1CN([C@H](C)CO)S(=O)(=O)c2ccc(C#C[C@@H](C)O)cc2O[C@H]1CN(C)Cc1ccc(-c2ccccc2)cc1
  Mtb BioA inh: -3.0

# (more compounds)
SMILES,Mtb BioA inh
CCCC(=O)Nc1ccc2c(c1)C(=O)N(C)[C@H]1CC[C@H](CC(=O)NCCCN(C)C)O[C@H]1CO2,-0.3
O=C(NCC[C@H]1CC[C@H](NC(=O)C2CC2)[C@H](CO)O1)c1cnccn1,2.6
COc1ccc(S(=O)(=O)Nc2ccc3c(c2)C(=O)N([C@H](C)CO)C[C@H](C)[C@H](CN(C)C)OCCCC[C@H](C)O3)cc1,-2.1
CS(=O)(=O)N(CC1CCC1)C[C@@H]1N[C@@H](CO)[C@@H]1c1ccccc1,0.8
Cc1noc(C)c1S(=O)(=O)N(C)C[C@H]1OCCCC[C@@H](C)Oc2ccc(NC(=O)Nc3ccccc3)cc2C(=O)N([C@H](C)CO)C[C@@H]1C,1.1
C[C@@H]1CCCCO[C@@H](CN(C)Cc2ccc(C(=O)O)cc2)[C@H](C)CN([C@@H](C)CO)C(=O)c2cc(NC(=O)Nc3ccc4c(c3)OCO4)ccc2O1,0.1
Cc1cccc(S(=O)(=O)N2C[C@@H](O)COC[C@H]3O[C@@H](CC(=O)Nc4ccc(-c5ccccc5)cc4)CC[C@@H]32)c1,-0.1
Cc1noc(C)c1NC(=O)N(C)C[C@@H]1Oc2ccc(NC(=O)Nc3ccccc3)cc2C(=O)N([C@@H](C)CO)C[C@H]1C,1.2
C[C@H](CO)N1C[C@H](C)[C@@H](CN(C)S(=O)(=O)c2ccccc2)OCCCC[C@H](C)Oc2ccc(NC(=O)Nc3cccc4ccccc34)cc2C1=O,-4.3
C[C@@H]1CN([C@H](C)CO)C(=O)Cc2cc(NC(=O)NC3CCCCC3)ccc2O[C@@H]1CN(C)S(=O)(=O)c1ccc(F)cc1,-0.4
COc1ccc(S(=O)(=O)Nc2cccc3c2O[C@H](CN(C)C(=O)Nc2ccc(F)cc2)[C@@H](C)CN([C@@H](C)CO)C3=O)cc1,-3.1
CCC(=O)Nc1ccc2c(c1)C(=O)N(C)C[C@H](OC)[C@@H](C)CN(C(=O)C1CC1)[C@@H](C)CO2,-0.3
CN(C)CC(=O)N1CCCCN2[C@H](CO)[C@H](c3ccc(/C=C/c4ccccc4)cc3)[C@H]2C1,-5.1
CCCN1[C@@H]2c3ccc(-c4ccc(OC)cc4)c(=O)n3C[C@@H]2[C@@H](CO)[C@@H]1C(=O)OC,6.4
C[C@H](CO)N1C[C@H](C)[C@H](CN(C)C(=O)Nc2ccc3c(c2)OCO3)Oc2c(NC(=O)Nc3ccccc3)cccc2C1=O,6.3
CCCNC(=O)NC[C@@H]1[C@H](c2ccc(C3=CCCC3)cc2)[C@@H](CO)N1C(C)=O,5.9
COc1ccc(NC(=O)N(C)C[C@@H]2Oc3ccc(NC(=O)Nc4ccc(F)cc4)cc3C(=O)N([C@H](C)CO)C[C@@H]2C)cc1,-0.8
COc1ccc(CN(C)C[C@@H]2OCCCC[C@@H](C)Oc3ccc(N(C)C)cc3C(=O)N([C@H](C)CO)C[C@H]2C)cc1,0.4
CO[C@H]1CN(C)C(=O)c2cc(NC(=O)c3cccc(F)c3)ccc2OC[C@H](C)N(C)C[C@H]1C,-0.2
C[C@H]1CN([C@@H](C)CO)C(=O)c2cc(NC(=O)c3ccncc3)ccc2O[C@H]1CN(C)Cc1ccc(-c2ccccc2)cc1,5.4
CCCNC(=O)C[C@H]1CC[C@H]2[C@H](COc3ccc(NC(=O)COC)cc3C(=O)N2C)O1,-1.5
O=C(C1CCOCC1)N1C[C@@H]2[C@H](c3ccccc31)[C@@H](CO)N2Cc1ccc(Cl)cc1,2.9
C[C@@H]1CN([C@H](C)CO)C(=O)c2cc(C3=CCCC3)cnc2O[C@H]1CN(C)Cc1ccc(F)cc1,2.0
CCCN1C[C@H](C)[C@H](OC)CN(C)C(=O)c2ccc(NS(=O)(=O)c3ccccc3)cc2OC[C@@H]1C,-2.5
CCC(=O)N(C)C[C@H]1Oc2ncc(C#CC(C)(C)O)cc2C(=O)N([C@H](C)CO)C[C@H]1C,-1.0

# Structural class: those above containing a COOH group.
SMILES,Mtb BioA inh
COc1ccc(NC(=O)Nc2cccc3c2O[C@@H](CN(C)Cc2ccc(C(=O)O)cc2)[C@@H](C)CN([C@H](C)CO)C3=O)cc1,-1.1
C[C@@H]1CCCCO[C@@H](CN(C)Cc2ccc(C(=O)O)cc2)[C@H](C)CN([C@@H](C)CO)C(=O)c2cc(NC(=O)Nc3ccc4c(c3)OCO4)ccc2O1,0.1

# Of the compounds above, two contain two or more sulfur atoms.
SMILES,Mtb BioA inh
C[C@@H]1CN([C@@H](C)CO)C(=O)c2cc(NS(=O)(=O)c3cn(C)cn3)ccc2O[C@@H](C)CCCCO[C@@H]1CN(C)S(=O)(=O)c1cn(C)cn1,-2.7
C[C@@H]1CN([C@@H](C)CO)C(=O)c2cc(NS(=O)(=O)c3ccc(Cl)cc3)ccc2O[C@@H]1CN(C)S(=O)(=O)c1ccc(Cl)cc1,-2.1

# Further entries follow.
SMILES,Mtb BioA inh
C[C@H](CO)N1C[C@H](C)[C@H](CN(C)C(=O)NC2CCCC2)Oc2ncc(C3=CCCCC3)cc2C1=O,-0.4
C[C@@H]1CN([C@@H](C)CO)C(=O)c2cccc(NC(=O)NC3CCCCC3)c2O[C@H]1CN(C)Cc1ccc(Cl)c(Cl)c1,-4.2
C[C@@H]1CN([C@H](C)CO)C(=O)c2cc(NC(=O)Nc3cccc4ccccc34)ccc2O[C@H]1CN(C)CC1CCCCC1,-2.5
C[C@@H]1CN([C@@H](C)CO)C(=O)Cc2cc(NC(=O)Cc3ccccc3)ccc2O[C@H]1CN(C)S(=O)(=O)c1ccc(Cl)cc1,-0.3
O=C(C[C@@H]1CC[C@H]2[C@@H](COC[C@@H](O)CN2C(=O)Nc2ccc(C(F)(F)F)cc2)O1)NCCc1ccncc1,-1.6
Cc1ccc(S(=O)(=O)N[C@H]2CC[C@H](CCn3cc(C(C)C)nn3)O[C@H]2CO)cc1,1.0
CC(C)CC#Cc1ccc2c(c1)O[C@@H](CN(C)C(=O)CN(C)C)[C@H](C)CN([C@@H](C)CO)S2(=O)=O,1.8
C[C@@H]1CN([C@@H](C)CO)C(=O)c2cc(NC(=O)Nc3ccc4c(c3)OCO4)ccc2O[C@@H]1CN(C)S(=O)(=O)c1ccc(F)cc1,0.6
COc1ccc(C#Cc2ccc3c(c2)O[C@H](CN(C)C(=O)Nc2cccc(OC)c2)[C@@H](C)CN([C@@H](C)CO)S3(=O)=O)cc1,-1.0
COCC(=O)Nc1ccc2c(c1)OC[C@@H](C)N(Cc1cc(-c3ccccc3)on1)C[C@@H](C)[C@H](OC)CN(C)C2=O,-0.9
COCC(=O)N1C[C@@H](C)[C@@H](OC)CN(C)C(=O)c2ccc(NC(=O)c3ccc(OC)cc3)cc2OC[C@H]1C,3.1
C[C@H]1CCCCO[C@@H](CN(C)C(=O)NC2CCCCC2)[C@@H](C)CN([C@@H](C)CO)C(=O)c2cc(NC(=O)Nc3ccccc3)ccc2O1,1.6
COCC#Cc1ccc2c(c1)O[C@H](CN(C)Cc1cccnc1)[C@@H](C)CN([C@H](C)CO)S2(=O)=O,9.3
O=C(C[C@@H]1CC[C@@H](NC(=O)Nc2ccc(C(F)(F)F)cc2)[C@H](CO)O1)NCc1cccc(F)c1,3.9
C[C@@H]1CN([C@@H](C)CO)C(=O)c2cc(C#CCC3CCCC3)cnc2O[C@H]1CN(C)Cc1ccccn1,5.5
COc1ccc(S(=O)(=O)N(C)C[C@@H]2Oc3c(NS(=O)(=O)c4ccc(Cl)cc4)cccc3C(=O)N([C@@H](C)CO)C[C@H]2C)cc1,1.0
O=C(C[C@H]1C[C@@H]2c3cc(NC(=O)CC4CC4)ccc3O[C@@H]2[C@H](CO)O1)NCC1CC1,-2.3
CCC(=O)N(C)C[C@@H]1Oc2cc(Br)ccc2S(=O)(=O)N([C@H](C)CO)C[C@H]1C,2.9
C[C@@H]1CCCCO[C@@H](CN(C)Cc2ccc(Cl)c(Cl)c2)[C@H](C)CN([C@@H](C)CO)C(=O)c2cc(NC(=O)Nc3ccc(F)cc3)ccc2O1,-1.8
COCC(=O)N(C)C[C@@H]1Oc2ncc(C#Cc3ccncc3)cc2C(=O)N([C@@H](C)CO)C[C@H]1C,-2.4
CCNC(=O)C[C@H]1CC[C@@H]2[C@H](COc3ccc(NC(=O)c4cc(C)on4)cc3C(=O)N2C)O1,0.9
C/C=C/c1ccc([C@H]2[C@@H](CNC(=O)c3ccccn3)N(C(=O)CC)[C@H]2CO)cc1,-5.3
C[C@H]1CN([C@@H](C)CO)C(=O)c2cc(NS(=O)(=O)c3ccc(F)cc3)ccc2O[C@H]1CN(C)Cc1ccc(C(F)(F)F)cc1,-2.3
C[C@@H]1CN([C@@H](C)CO)C(=O)c2cccc(NC(=O)c3ccc(-c4nccs4)cc3)c2O[C@@H]1CN(C)C,4.6
Cn1cnc(S(=O)(=O)N[C@H]2C=C[C@@H](CC(=O)Nc3ccc(-c4ccccc4)cc3)O[C@@H]2CO)c1,-3.0
COCC(=O)N(C)C[C@H]1Oc2cc(-c3ccccc3)ccc2S(=O)(=O)N([C@H](C)CO)C[C@@H]1C,0.1
CO[C@H]1CN(C)C(=O)c2ccc(NC(=O)C3CCOCC3)cc2OC[C@@H](C)N(CC2CC2)C[C@H]1C,-3.9
C/C=C/c1cnc2c(c1)C(=O)N([C@@H](C)CO)C[C@H](C)[C@@H](CN(C)S(=O)(=O)c1ccccc1)O2,-5.2
CC(C)NC(=O)N[C@H]1CC[C@@H](CCn2cc(-c3ccc(F)cc3)nn2)O[C@@H]1CO,-5.0
CCCNC(=O)[C@@H]1[C@@H](CO)[C@@H]2Cn3c(cccc3=O)[C@H]1N2S(=O)(=O)c1ccccc1C,0.2
